TcdB GH inh = inhibitors of Clostridioides difficile toxin B glycohydrolase | P18177 | TcdB glycohydrolase enzymatic assay, plate reader | inhibition, % at 9.99 µM | actives 0.24% (n = 350,000); in the data active = inhibition above about 10%
FBA Mtb inh = inhibitors of M. tuberculosis fructose-bisphosphate aldolase; P9WQA3; actives 2.3% (n = 360,000); inhibition, % at 1 µM; purified M. tuberculosis FBA, fluorescence read-out; in the data active = inhibition above about 27%;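 note: 0% = vehicle and 100% = reference inhibitor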
Y pestis TopoI = blocks Yersinia pestis topoisomerase I activity | actives 0.064% (n = 360,000) | Y. pestis Topo-I cleavage product accumulation, plate reader | activity, % at 10 µM | AID 504884; in the data active = activity above about 50%, passing the limit was not always enough; inconclusive = no clear call, values can overlap the other calls; note: inactives centre near 2
Mtb UGM inh = blocks M. tuberculosis UGM enzyme; P9WIQ1; purified UGM, fluorescence polarization probe displacement; inhibition, % at 10 µM; actives 0.06% (n = 320,000); in the data active = inhibition above about 10%, passing the limit was not always enough; inconclusive = no clear call, values can overlap the other calls
BioA inh = BioA (M. tuberculosis) enzyme inhibition; inhibition, % at 9.99 µM; actives 0.096% (n = 360,000); purified M. tuberculosis BioA enzyme, plate reader; in the data active = inhibition above about 40%; inconclusive = no clear call, values can overlap the other calls
FadD28 FP inh = inhibitors of Mycobacterium tuberculosis FadD28 bisubstrate binding. FadD28 bisubstrate probe binding, fluorescence polarization. inhibition, % at 12.5 µM. actives 0.22% (n = 360,000); in the data active = inhibition above about 8.5%, passing the limit was not always enough; inconclusive = no clear call, values can overlap the other calls
GDH-TPI inh = inhibits GDH-TPI coupling enzymes, artifact for Mtb FBA screen. GDH-TPI coupled enzyme counterscreen, NADH absorbance. inhibition, % at 4.8 µM. actives 1.2% (n = 360,000); in the data active = inhibition above about 30%;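 note: 0% = DMSO wells and 100% = wells lacking the enzyme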
PfHsp40 yeast = compounds rescuing yeast from Plasmodium falciparum HSP40 toxicity. S. cerevisiae expressing PfHsp40, growth rescue, ATP luminescence. growth rescue, % at 12.5 µM. actives 0.68% (n = 340,000). AID 504582; in the data active = growth rescue above about 28%, passing the limit was not always enough; inconclusive = no clear call, values can overlap the other calls;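 note: yeast W303a lacking pdr1 and pdr3 grown in galactose medium; growth measured after three days at 30 °C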
BH1578 lux ind = induces V. cholerae light production without autoinducers. V. cholerae BH1578 lux reporter, luminescence, 6 h. actives 0.16% (n = 350,000). activation, % at 18.7 µM. AID 588436; in the data active = activation mostly above about 9.7%, no sharp cut-off; inconclusive = no clear call, values can overlap the other calls; inactive = mostly below about 3.7%; note: not every result past the cut was called active; inactives centre near 0; reference of the scale not given here
* = called active by the depositor; i = inactive; ? = inconclusive; . = no result given; & = joins results of further samples.

SMILES	TcdB GH inh	FBA Mtb inh	Y pestis TopoI	Mtb UGM inh	BioA inh	FadD28 FP inh	GDH-TPI inh	PfHsp40 yeast	BH1578 lux ind
COCCNCC(=O)N1CCCCCC1	-0.4	2	-9	-1.1	.	-0.8	-1	0.4	-0.1
CCC(C)C(NC(=O)OC(C)(C)C)C(=O)NC(CC(C)C)C(N)=O (centres undefined)	.	3	-8	-0.5	-4.5	-1.4	3	-1.4	i
COCCNc1nc(N)c([N+](=O)[O-])c(Nc2ccc(F)cc2)n1	-0.8	0	5	2.4	0.5	-4.3	20	0.8	i
Cc1c(Br)c([N+](=O)[O-])nn1CC(=O)Nc1cccc2nonc12	-9.6	1	-8	-1.1	1.7	-2.1	1	1.8	-0.7
O=C(CNC(=O)c1ccc(OC(F)F)cc1)Nc1cccc(S(=O)(=O)N2CCCC2)c1	1.5	0	4	2.5	0.1	-0.6	-1	-0.1	-4.2
COc1ccc(C(=O)N/C(=C\c2ccccc2)C(=O)N2CCOCC2)cc1	0.9	-1	1	-0.7	0.8	0.1	-3	-0.8	i
Cc1cc2cc(CNS(=O)(=O)c3ccc4ccccc4c3)ccc2n1C	0.9	1	4	0.1	-1.3	0.8	13	-0.7	-0.1
COC(=O)CCCn1nc(NC(=O)COc2ccc(F)cc2)cc1C	-2.5	3	7	1.0	-0.1	0.9	-6	0.0	-0.9
CCOC(=O)CC1=C(C(=O)OCC)C(c2ccncc2)C(C#N)=C(N)O1 (centres undefined)	.	0	8	.	2.4	-0.3	19	-1.3	i
CC(C)(C)c1nc2ccccc2c2nnc(SCC(=O)Nc3nccs3)n12	.	2	9	0.6	-0.3	-0.3	2	-1.1	-0.5
COC(=O)C[C@H]1C[C@H]2c3cc(NC(=O)Nc4ccc(C(F)(F)F)cc4)ccc3O[C@H]2[C@@H](CO)O1	0.8&0.0	-1	-1	.	0.4	-4.0	-5	.	0.1
COc1cc(OC)nc(N/N=C(\c2ccccc2)c2ccncc2)n1	1.0	0	0	0.1	0.1	-4.3	20	0.4	0.1
CN(Cc1ccccc1)C(=O)COC(=O)c1ccc(Br)o1	0.1	0	7	6.2	0.2	-0.2	9	12	0.8
CCOc1ccc(S(=O)(=O)N2CCN(C(=O)CN3C(=O)NC(C)(C)C3=O)CC2)cc1	0.2	0	0	-2.2	-1.4	-3.2	-1	2.9	i
O=C(NCCCN1CCCC1=O)c1ccc2c(c1)NC(=O)c1ccccc1S2	0.4	3	6	-0.5	-0.8	-3.7	-2	0.2	0.0
COC(=O)c1ccccc1N=Nc1c(C)n[nH]c1C	0.5	-7	-1	-2.2	.	-1.7	30	0.8	-1.0
O=C(c1cccs1)N1CCN(S(=O)(=O)Cc2ccccc2)CC1	.	-7	-13	-0.9	-2.4	-0.3	11	0.5	-2.9
Cc1ccc2c(c1)c1c3n2CC(=C2C(=O)OC(C)(C)OC2=O)NC3CCC1 (centres undefined)	-1.0	0	-2	0.6	-0.2	-3.7	11	1.2	-0.2
Cc1ccn2c(CNCC3COCCO3)c(C(=O)N3CCCCCC3)nc2c1 (centres undefined)	0.8	6	-2	-0.2	-1.0	-0.8	4	1.7	i
O=C(c1ccccn1)c1ccc2ccccc2n1	-0.8	2	-9	1.1	-2.8	-0.6	0	.	-0.3
CC(=O)Oc1c(C)c(C)c2c(c1C)CC[C@@](C)(CCC[C@H](C)CCC[C@H](C)CCCC(C)C)O2	0.6	-2	-1	-2.1	-0.3	-4.0	8	0.3	0.3
O=C(CN1CCOCC1)Nc1ccc(Oc2ccc(NC(=O)CN3CCOCC3)cc2)cc1	.	2	3	-2.0	.	-0.6	-2	1.0	-0.4
CCCCn1c(N)c(N(CCC(C)C)C(=O)COC(=O)c2cccnc2SC)c(=O)[nH]c1=O	0.7	-3	15	.	-0.3	-2.2	7	1.2	-1.4
O=C(Cn1nnc2ccccc2c1=O)Nc1cc(C(F)(F)F)ccc1N1CCOCC1	.	2	-7	-1.5	-0.6	0.3	-1	0.1	i
CCCCS(=O)(=O)C(=C1Nc2ccccc2N1)S(=O)(=O)CCCC	.	2	-3	-0.5	.	-3.0	-3	0.5	i
CCN(CC)S(=O)(=O)c1ccc(/C=C/C(=O)OCC(=O)c2c(N)n(C)c(=O)n(C)c2=O)cc1	0.6	0	-2	.	0.7	-19	-11	0.1	-0.3
O=C(NC(=S)NC1CCCCC1)c1ccc(F)cc1	2.8	-2	7	0.8	-2.1	-3.6	7	19	-0.5
Cc1ccc(OCCNC(=O)c2ccc3ccccc3n2)cc1	0.2	-2	38	1.4	1.9	-1.1	0	1.8	-0.1
Cc1c(C(=O)Nc2c3c(nn2C(C)(C)C)CS(=O)(=O)C3)cccc1[N+](=O)[O-]	1.2	3	0	1.3	-0.4	1.0	4	-0.1	0.5
CC(C)c1nn2c(N)c(/C=C3\C=Nc4ccccc43)c(=O)nc2s1	0.0	1	3	1.1	-2.9	-1.1	12	.	i
COc1ccc(NC(=O)OCCN2CCN(Cc3ccccc3)CCC2=O)cc1	0.6	4	17	0.9	0.2	1.9	0	-0.4	i
CN(C)S(=O)(=O)c1ccc(N2CCCC2)c(C(=O)N2CCN(S(=O)(=O)c3cccc(F)c3)CC2)c1	-0.7	2	?	-0.9	.	0.2	4	-0.6	-0.7
CCOC(=O)C1(CC2CCCCO2)CCN(Cc2c(C)cc(C)cc2-n2cccn2)CC1 (centres undefined)	1.4	1	22	0.0	.	-2.6	0	-1.0	-0.5
CCCCNC(=O)N(O)C1N(/N=C/c2ccco2)C(=S)SC1(C)C (centres undefined)	-0.7	-2	3	-0.8	0.0	-3.2	44*	-1.0	0.8
Cc1ccc(S(=O)(=O)NC(=O)c2cc(C)n(CCCN3CCOCC3)c2C)cc1	.	5	1	0.1	-1.7	-2.8	-6	0.4	0.6
O=C(Nc1cc(C(F)(F)F)ccc1Cl)C(Sc1cccc[n+]1[O-])c1ccccc1 (centres undefined)	.	-2	-4	-1.4	.	-5.0	-5	?	i
O=C(NCc1ccco1)c1c(Cl)cccc1Cl	1.4	5	-1	.	1.1	-2.1	11	.	-0.3
O=C(c1ccc(N2CCNCC2)cc1)c1cccnc1	.	6	27	-1.8	5.1	-1.5	28	-1.1	i
Cc1cc(C(=O)C[N+]2(C)CCOCC2)c(C)n1-c1ccc(Br)cc1	2.0	0	3	0.9	.	-0.5	0	-0.8	-0.5
CC1CC(C)(C)NC(=S)N1CCC(=O)N1CCc2ccccc21 (centres undefined)	1.2	8	5	0.3	.	-3.2	6	-1.4	i
COc1ccc(NC(=O)CSc2n[nH]c(C)c2[N+](=O)[O-])cc1	0.4	-4	-4	1.1	.	0.4	6	0.1	i
COc1ccc(Cc2nc3ccccc3n2CC(=O)N/N=C/c2ccc(C)cc2O)cc1OC	.	2	14	-1.4	1.3	-2.5	14	-0.1	-0.2
Cc1ccc(C2(CC(=O)Nc3nccs3)CCOC(C(C)C)C2)cc1 (centres undefined)	.	3	4	-0.5	.	-1.4	0	1.0	i
CCNc1cc2c(cc1O)CCC1C2CCC2(C)C(O)CCC12 (centres undefined)	0.3	0	-4	.	.	-1.7	1	-1.6	i
CC(Oc1ccc(Cl)cc1Cl)C(=O)NCCCN(C)C (centres undefined)	0.1	0	4	0.1	0.6	-3.3	-8	0.5	-10
CCN(CC)C(=O)CN1CCN(Cc2ccc3c(c2)OCO3)CC1	1.1	4	1	-1.0	-3.9	-0.7	0	-1.1	-1.2
O=C(C1=C[C@H](c2ccc(Br)cc2)C[C@H](OCCCCO)O1)N1CCOCC1	0.3&0.1	.	-9	0.8	-0.9	1.3	.	1.6	i
NC(=O)N1CCC2(CC1)NC(=O)N(c1ccccc1)N2	-7.0	2	-5	-0.1	.	-0.3	8	-0.4	-1.4
O=C(Cn1nnc(-c2ccc(F)cc2)n1)Nc1ccc2c(c1)OCCO2	-0.5	1	12	-0.7	.	0.7	-2	.	-0.2
Cc1sc2nc(SCC(=O)O)[nH]c(=O)c2c1C	0.8	-2	-4	2.5	.	-1.2	0	0.6	3.4
Cc1c(C(=O)N2CCC(C)CC2)sc2ncn(CC(=O)N3CCC(C)CC3)c(=O)c12	0.6	0	10	-1.9	-1.2	-1.2	5	0.3	-0.5
COC(=O)Cc1ccc(NC(=S)NCc2ccc(F)cc2)cc1	-0.7	0	-3	.	4.4	0.6	-11	1.2	-0.1
CCOC(=O)C1=C(C)NC(SCC(N)=O)=C(C#N)C1c1ccncc1 (centres undefined)	0.9	4&-4	5&-1	2.1	3.5	-1.1&-0.4	7&4	0.4&-0.9	i
CCOC(=O)c1c(C)cc(=O)oc1C	.	3	5	-3.9	-0.8	1.0	11	-0.1	-2.0
Cc1ccccc1C(=O)NNC(=O)c1cccc(Br)c1	0.7	-3	7	0.7	-0.7	-3.5	10	0.3	-0.4
C=C(C)Cn1cnc2c(oc3nc4c(cc32)CCCC4)c1=O	0.9	2	5	1.4	.	-0.6	0	-0.4	-0.7
CC1(C)CC(CC(=O)O)(c2ccc(F)cc2)CCO1 (centres undefined)	-1.6	1	-4	2.4	-0.7	-2.0	-6	0.1	-0.2
COc1ccc(-c2csc(N(C)C(=O)c3cccs3)n2)cc1	0.1	-1	-3	0.3	0.3	-5.0	-2	1.3	i
Cn1c(=O)c(=O)n(C)c2cc([N+](=O)[O-])c(N3CCOCC3)cc21	0.2	-3	3	-1.1	-2.5	-3.4	8	0.0	i
O=C(NCc1ccc(Cl)cc1)C1CCN(S(=O)(=O)c2ccccc2)CC1	0.9	2	-2	2.5	.	0.4	-2	1.3	i

Part of the list above in order of length of the SMILES, lowest first.
SMILES	TcdB GH inh	FBA Mtb inh	Y pestis TopoI	Mtb UGM inh	BioA inh	FadD28 FP inh	GDH-TPI inh	PfHsp40 yeast	BH1578 lux ind
Cc1sc2nc(SCC(=O)O)[nH]c(=O)c2c1C	0.8	-2	-4	2.5	.	-1.2	0	0.6	3.4
CC1(C)CC(CC(=O)O)(c2ccc(F)cc2)CCO1 (centres undefined)	-1.6	1	-4	2.4	-0.7	-2.0	-6	0.1	-0.2
NC(=O)N1CCC2(CC1)NC(=O)N(c1ccccc1)N2	-7.0	2	-5	-0.1	.	-0.3	8	-0.4	-1.4
COC(=O)Cc1ccc(NC(=S)NCc2ccc(F)cc2)cc1	-0.7	0	-3	.	4.4	0.6	-11	1.2	-0.1
C=C(C)Cn1cnc2c(oc3nc4c(cc32)CCCC4)c1=O	0.9	2	5	1.4	.	-0.6	0	-0.4	-0.7
CCN(CC)C(=O)CN1CCN(Cc2ccc3c(c2)OCO3)CC1	1.1	4	1	-1.0	-3.9	-0.7	0	-1.1	-1.2
CCOC(=O)C1=C(C)NC(SCC(N)=O)=C(C#N)C1c1ccncc1 (centres undefined)	0.9	4&-4	5&-1	2.1	3.5	-1.1&-0.4	7&4	0.4&-0.9	i
O=C(C1=C[C@H](c2ccc(Br)cc2)C[C@H](OCCCCO)O1)N1CCOCC1	0.3&0.1	.	-9	0.8	-0.9	1.3	.	1.6	i
Cc1c(C(=O)N2CCC(C)CC2)sc2ncn(CC(=O)N3CCC(C)CC3)c(=O)c12	0.6	0	10	-1.9	-1.2	-1.2	5	0.3	-0.5

The list goes on:
SMILES	TcdB GH inh	FBA Mtb inh	Y pestis TopoI	Mtb UGM inh	BioA inh	FadD28 FP inh	GDH-TPI inh	PfHsp40 yeast	BH1578 lux ind
CN1C=CC=C/C1=C(\C#N)c1nc2ccccc2[nH]1	.	-12	0	0.8	2.1	-2.9	18	0.2	-0.6
Cc1cc(Br)cn2ccnc12	.	-4	5	0.5	-0.8	-3.9	-18	0.1	6.2
O=C(Cn1c(=O)oc2ccccc21)Nc1ccc(Cl)cc1	1.3	1	5	-0.5	-0.6	1.1	1	0.0	-0.7
COc1ccc(S(=O)(=O)N2CCOC23CCN(S(C)(=O)=O)CC3)cc1	2.6	0	7	-0.8	0.0	-2.7	1	0.6	-0.3

Source: PubChem (several laboratories)
